Rat MKP-3 inhibitors – MKP-3 phosphatase inhibitors, primary screen, biochemical, rat enzyme, in vitro (AID 425) | recombinant MKP-3 phosphatase activity, fluorescence; higher % means a stronger effect | inhibition, % at 20 µM; hits with a dose series show IC50 in µM | actives 0.17% (n = 110,000); in the data active = inhibition above about 50%;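 also: plate controls were vehicle for no effect and reference inhibitor for full effect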
Hsp70 displacement – Hsp70 inhibitors, probe displacement, primary screen, biochemical, fluorescence polarization (AID 583); actives 0.06% (n = 140,000); Hsp70 fluorescence polarization probe displacement, mP; higher % means a stronger effect; displacement, % at 20 µM; hits with a dose series show IC50 in µM; in the data active = displacement above about 50%;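 also: plate controls were vehicle for no effect and reference ligand for full effect; a part of the inactive calls stands beside numbers as strong as those of hits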
Starred values were filed as active, the others as inactive; / = no result given. Only part of the results is shown, so the mix of outcomes need not match the whole.

SMILES	Rat MKP-3 inhibitors	Hsp70 displacement
CCOC(=O)c1cnc(SC)nc1Sc1ccccc1	/	1.4%
CCOC(=O)C1(CCC(C)C)CC(CSc2nc3ccccc3[nH]2)OC1=O (centres undefined)	/	1.0%
COc1ccc(/C=C/C(=O)Nc2c(C)nn(C)c2C)cc1COc1ccc(Cl)cc1Br	/	5.5%
Cc1ccccc1-n1nc(C)c2cc(C(=O)N3CCN(S(=O)(=O)c4ccccc4)CC3)sc21	-10%	1.6%
CC1CN(C(=O)Nc2ccc3c(c2)OCO3)CC(C)O1 (centres undefined)	/	-0.6%
Cc1ccsc1/C=C1\SC(=S)N(CC(C)C)C1=O	3%	-1.6%
COCCCN1C(=O)c2[nH]nc(-c3ccccc3O)c2C1c1ccc(Cl)cc1 (centres undefined)	-3%	-6.8%
CCc1ccc(OCCCCCN(CC)CC)cc1	-1%	0.4%
COc1ccc(Cl)cc1-c1n[nH]c(=S)n1C	/	3.5%
CCOC(=O)c1cc2c(=O)n3cccc(C)c3nc2n(Cc2ccco2)c1=NC(=O)c1ccccc1	/	5.9%
CN(C)S(=O)(=O)Nc1ccc2c(c1)Cc1ccccc1-2	-10%	1.6%
CCCCNC(=O)NS(=O)(=O)c1ccc(C(=O)OC)o1	-7%	-2.2%
N#C/C(=C\c1ccccc1C(F)(F)F)c1nn(CCO)c(N)c1C#N	-1%	-5.4%
COC(=O)C(CC(C)C)NC(=O)c1ccc(F)cc1 (centres undefined)	-7%	7.2%
CN(C)C(=O)C1(c2ccccc2)CCN(S(=O)(=O)c2ccccc2)CC1	-4%	4.6%
Cc1cccc(N(Cc2ccccc2F)S(C)(=O)=O)c1	-12%	1.1%
CC(=O)c1cc2c(N)c(C(=O)c3ccc(Br)cc3)sc2nc1C	5%	-1.4%
Cc1ccc(-c2nc3ccccc3o2)cc1NC(=O)c1cc(Cl)ccc1Cl	3%	2.1%
O=S(=O)(NCc1ccccc1)c1ccc(S(=O)(=O)N(Cc2ccccn2)C2CCCC2)cc1	/	0.0%
CCC(=O)NCCc1nc2cc(NC(=O)c3ccccc3OC)ccc2n1C	/	-3.8%

Some values from the list:
COC(=O)C(CC(C)C)NC(=O)c1ccc(F)cc1 (centres undefined) – Rat MKP-3 inhibitors = -7%
CCC(=O)NCCc1nc2cc(NC(=O)c3ccccc3OC)ccc2n1C – Hsp70 displacement = -3.8%

Next compounds
SMILES	Rat MKP-3 inhibitors	Hsp70 displacement
O=C(NC(=O)c1ccccc1)Oc1ccc([N+](=O)[O-])cc1	-3%	2.1%
Cn1c(=O)c2c(nc(Oc3ccc4c(c3)OCO4)n2Cc2ccc(F)cc2)n(C)c1=O	3%	2.7%
COc1ccc(OC)c(C2CC(=O)C3=C(C2)NC(=O)CC3c2ccc(O)c(OC)c2)c1 (centres undefined)	5%	2.9%
O=C(CCN1CCN(c2ccccc2F)CC1)c1ccc(Br)cc1	-2%	5.9%
O=C(Cc1ccc([N+](=O)[O-])cc1)Nc1ccccc1-c1ccccc1	0%	-1.6%
Cc1c(Br)c(=O)oc2cc(O)ccc12	3%	2.1%
COn1c(SCc2ccc(C)cc2C)nc2ccccc2c1=O	/	8.9%
COc1ccccc1NC(=O)Cn1nc(C(F)(F)F)c2c1CCCC2	-6%	-0.9%
COC(=O)Nc1sc2c(c1C(N)=O)CCCCCC2	1%	-2.5%
CCOC(=O)c1c(NC(=O)CN2CCCCC2)sc2c1CC(C)(C)OC2	2%	-3.6%

Rewritten with the structure last: entries from further up.
Rat MKP-3 inhibitors | Hsp70 displacement | Molecule
-1% | -5.4% | N#C/C(=C\c1ccccc1C(F)(F)F)c1nn(CCO)c(N)c1C#N
-7% | 7.2% | COC(=O)C(CC(C)C)NC(=O)c1ccc(F)cc1 (centres undefined)
-4% | 4.6% | CN(C)C(=O)C1(c2ccccc2)CCN(S(=O)(=O)c2ccccc2)CC1
-12% | 1.1% | Cc1cccc(N(Cc2ccccc2F)S(C)(=O)=O)c1
5% | -1.4% | CC(=O)c1cc2c(N)c(C(=O)c3ccc(Br)cc3)sc2nc1C
3% | 2.1% | Cc1ccc(-c2nc3ccccc3o2)cc1NC(=O)c1cc(Cl)ccc1Cl
/ | 0.0% | O=S(=O)(NCc1ccccc1)c1ccc(S(=O)(=O)N(Cc2ccccn2)C2CCCC2)cc1
/ | -3.8% | CCC(=O)NCCc1nc2cc(NC(=O)c3ccccc3OC)ccc2n1C
-3% | 2.1% | O=C(NC(=O)c1ccccc1)Oc1ccc([N+](=O)[O-])cc1
3% | 2.7% | Cn1c(=O)c2c(nc(Oc3ccc4c(c3)OCO4)n2Cc2ccc(F)cc2)n(C)c1=O
5% | 2.9% | COc1ccc(OC)c(C2CC(=O)C3=C(C2)NC(=O)CC3c2ccc(O)c(OC)c2)c1 (centres undefined)
-2% | 5.9% | O=C(CCN1CCN(c2ccccc2F)CC1)c1ccc(Br)cc1
0% | -1.6% | O=C(Cc1ccc([N+](=O)[O-])cc1)Nc1ccccc1-c1ccccc1
3% | 2.1% | Cc1c(Br)c(=O)oc2cc(O)ccc12
/ | 8.9% | COn1c(SCc2ccc(C)cc2C)nc2ccccc2c1=O
-6% | -0.9% | COc1ccccc1NC(=O)Cn1nc(C(F)(F)F)c2c1CCCC2
1% | -2.5% | COC(=O)Nc1sc2c(c1C(N)=O)CCCCCC2
2% | -3.6% | CCOC(=O)c1c(NC(=O)CN2CCCCC2)sc2c1CC(C)(C)OC2

Further entries
SMILES	Rat MKP-3 inhibitors	Hsp70 displacement
O=C(NCC1COc2ccccc2O1)C1CCCN(S(=O)(=O)c2cccc3cccnc23)C1 (centres undefined)	-3%	1.8%
COc1ccc(C2/C(=C(\O)c3ccccc3)C(=O)C(=O)N2CCCC(=O)O)cc1 (centres undefined)	2%	-1.6%
O=C(Nc1ccc(-c2nc3ccccc3c(=O)o2)cc1)c1cccs1	4%	0.2%
Cc1ccccc1CSc1nc2c(c(=O)[nH]1)CCCC2	/	2.1%
Cc1cccc(C(C)C)c1NC(=O)COc1ccc2c(C)cc(=O)oc2c1	2%	5.1%
CCC(C)(C)n1nnnc1C(c1ccc(C)cc1)N1CCN(Cc2cccnc2)CC1 (centres undefined)	1%	2.5%
CC(=O)Nc1ccc(S(=O)(=O)Nc2nnc(C(C)C)s2)cc1	/	-6.1%
Cc1cc(C)n(CCc2nc3c4ccccc4nc(SCc4ccc(C#N)cc4)n3n2)n1	4%	6.3%
CCOc1ccc(NC(=O)c2nccnc2CO)cc1	6%	5.4%
COc1ccccc1NC(=O)c1ccccc1NS(C)(=O)=O	2%	1.5%
Cc1ccc(Nc2cc(N3CCCCC3)c(N)c3c2C(=O)c2ccccc2C3=O)cc1	3%	6.3%
O=C1c2ccccc2C(Nc2ccc(Cl)cn2)N1c1cccnc1 (centres undefined)	3%	-2.4%
Cc1nc(-c2cccc(NS(C)(=O)=O)c2)cs1	/	-3.5%
O=C(O)c1ccccc1C(=O)N1CC=C(c2ccccc2)CC1	-3%	-5.5%
CCCOC(=O)c1ccc(NC(=O)c2cccc(OCc3ccccc3)c2)cc1	-2%	3.9%
O=c1/c(=C/c2ccc(-c3ccc(Cl)cc3)o2)sc2nc3ccccc3n12	-2%	4.6%
CCCc1cc(=O)oc2cc3occ(C)c3cc12	-13%	-0.1%
COc1ccc2oc(=O)c(C(=O)Nc3ccc(C)c(Cl)c3)cc2c1	5%	2.4%
O=C(CCCCCCCCC(=O)N/N=C/C1CC=CCC1)N/N=C/C1CC=CCC1 (centres undefined)	0%	5.5%
O=C(Cn1nnc(-c2ccc(S(=O)(=O)N3CCCC3)cc2)n1)NCC1CCCO1 (centres undefined)	0%	-2.1%
O=C(O)c1ccc(/C=N/Nc2ccc([N+](=O)[O-])cc2)cc1	2%	-1.1%
CC1CCCN(C(=O)N2c3ccccc3Sc3ccccc32)C1 (centres undefined)	/	2.3%
CCC(=O)Nc1ccc(C(=O)Nc2ccc3c(c2)C(=O)N(CC2CCCO2)C3=O)cc1 (centres undefined)	-5%	5.2%
COc1ccccc1S(=O)Cc1ccc(C(=O)NC2CCCC2)o1 (centres undefined)	-2%	5.0%
O=C(Nc1cnn(Cc2ccc(Cl)cc2)c1)C1CCCC1	-2%	-2.6%
CC1=CC(C)=Nc2ccc(C)cc2N1	-4%	-2.0%
Cc1cc(/C=C2\SC(=O)NC2=O)c(C)n1-c1cccc([N+](=O)[O-])c1	1%	-5.3%
Cc1cc(Cl)cc(C)c1OCCCCn1ccnc1	-21%	4.5%
CCN1C(=O)/C(=C/N2CCc3ccccc32)SC1=S	1%	-30%
CCCCn1c(SCN2C(=O)c3ccccc3C2=O)nc2cc(S(N)(=O)=O)ccc21	-3%	-2.0%
CC1(C)CC(=O)c2cnc(NC(=O)CSc3nc4ccccc4o3)nc2C1	-4%	0.2%
COc1cc(/C=C2\C(=O)N(c3nc(-c4ccc(Cl)cc4)cs3)N=C2C)cc(OC)c1OC	5%	5.6%
O=C(c1cc(-c2cccc(O)c2)on1)N1CCN(C(c2ccccc2)c2ccccc2)CC1	-4%	3.4%
Cc1cccc(OCc2nnc(SCc3nc4ccccc4c(=O)[nH]3)o2)c1	1%	3.4%
COC(=O)C1(C)NC(=O)c2ccccc2N1 (centres undefined)	-2%	-11%
O=C(COC(=O)c1ccc[nH]c1=O)NC1CCCC1	-12%	0.2%
c1ccc(-n2nnc3c(N4CCOCC4)ncnc32)cc1	4%	0.0%
Cc1nn(Cc2ccc(Br)cc2)c(C)c1NC(=O)c1nn(C)cc1Cl	5%	0.5%
COc1ccccc1NC(=O)/C=C1/c2ccccc2CC(C)(C)N1C	0%	-0.7%
CCC1(NC(C)=O)CC2CC1CC2NC(C)=O (centres undefined)	-6%	3.9%
COc1ccccc1CCNC(=O)CSc1nc(-c2ccco2)cc(C(F)(F)F)n1	-6%	4.8%
Cn1c(=O)c2c(nc(CN3CCN(C(=O)c4ccco4)CC3)n2Cc2ccc(Cl)cc2)n(C)c1=O	-1%	-1.8%
Cc1nnc(N(C)C(=O)Cc2ccc3c(c2)OCO3)s1	-5%	0.9%
CN(C)c1nc(N)nc(CSc2ncc(Cl)cc2Cl)n1	-14%	9.1%
CCC(C)c1ccc2oc(-c3ccc(NC(=O)c4ncn[nH]4)cc3)nc2c1 (centres undefined)	-12%	14%
Cc1ccc(/C=C2\SC(=S)N(CC(C)C)C2=O)o1	4%	-4.9%
Cc1cc(/C=C2/NC(=O)NC2=O)c(C)n1-c1ccc(Cl)cc1	0%	2.0%
O=C(CN1CCCCCC1)Nc1ccc(F)c(F)c1	/	-2.4%
CCN(C(=O)c1ccc(Cl)c([N+](=O)[O-])c1)c1ccccc1	3%	0.1%
CCOC(=O)c1c(C)[nH]c(C(=O)COC(=O)C(C)N2C(=O)C3CCCCC3C2=O)c1C (centres undefined)	/	-1.9%

The listing continues.
SMILES	Rat MKP-3 inhibitors	Hsp70 displacement
COc1ccc(CNC(=O)C(=O)NCc2ccc(Cl)cc2)cc1	0%	0.9%
Cc1cc(OCC(=O)NCc2ccccc2Cl)ccc1Br	3%	2.4%
CN(C1=NC(=O)/C(=C\C(Cl)=C\c2ccc([N+](=O)[O-])cc2)S1)c1ccc(O)cc1	3%	-1.9%
COc1ccc(OC)c(C2NC(=S)NC(C)=C2C(=O)OCCc2ccccc2)c1 (centres undefined)	0%	-3.9%
O=C(Nc1ccc(Cl)c(-c2nc3ccccc3s2)c1)c1cccs1	0%	1.4%
CCOC(=O)N1CCN(C(=O)CSCC(=O)Nc2nc(-c3ccc(OC)cc3)cs2)CC1	-9%	1.1%
O=C(NCC12CC3CC(CC(C3)C1)C2)c1cc2n(n1)C(C(F)(F)F)CC(c1ccco1)N2 (centres undefined)	5%	8.5%
Cc1ccccc1CNC(=O)CN(c1ccc(Oc2ccccc2)cc1)S(C)(=O)=O	-2%	3.2%
Cc1cc(Cl)ccc1OCC(=O)NNC(=O)CC#N	1%	3.1%
CSc1ccccc1NC(=O)c1ccc([N+](=O)[O-])cc1	3%	-2.8%
CCOC(=O)c1sc(NC(=O)CSc2ncn(-c3ccccc3)n2)nc1C	-2%	4.5%
O=S1(=O)CCC(NC(=S)N/N=C/c2ccc(-c3ccc(Cl)cc3Cl)o2)C1 (centres undefined)	0%	-1.8%
O=C(c1ccc(NS(=O)(=O)c2ccccc2)cc1)N1CCN(Cc2ccc3c(c2)OCO3)CC1	-13%	-0.4%
Cc1ccc(OCC(=O)O/N=C(\N)c2ccc([N+](=O)[O-])cc2)c(Br)c1	2%	-0.4%
Cc1oc2ccc(OCc3ccc(Br)cc3)cc2c1C(=O)O	4%	1.5%
COC(=O)C1=C(C)N(C)C(=O)NC1c1ccccc1OCc1ccccc1 (centres undefined)	0%	-5.6%
COc1ccc(C(=O)N2CCN(C3CCCC(C)C3)CC2)cc1 (centres undefined)	4%	-1.2%
CCOC(=O)Cn1cc(C(=O)c2ccco2)c2ccccc21	-1%	4.0%
Cc1ccc2nc(NC(=O)CCNS(=O)(=O)c3cccs3)sc2c1	3%	-0.8%
CCCSc1nnc(CSc2nc3ccccc3s2)n1-c1ccccc1	/	-0.9%
Cc1nn(C(C)(C)C)c(OC(=O)c2ccc3c(c2)OCO3)c1Sc1ccccc1	/	2.9%
COc1cccc(C(=O)N2CCN(C3CCC(c4ccccc4)CC3)CC2)c1 (centres undefined)	-16%	-0.1%
Cc1ccc(/C=C2\N=C(c3ccc(Cl)cc3)OC2=O)o1	2%	1.2%
CN1CCN(c2oc(-c3cccs3)nc2S(=O)(=O)c2ccccc2)CC1	-3%	0.5%
Cc1ccc(CSc2nnc(-c3cccc(F)c3)n2-c2ccccc2)cc1	0%	-2.3%
CCCc1[nH]nc2c1C(c1cccc(OC(=O)c3ccco3)c1)C(C#N)=C(N)O2 (centres undefined)	3%	2.7%
CCOC(=O)C1(C)C=C(O)C(=O)N1c1ccc(Br)cc1 (centres undefined)	3%	-0.7%
O=C(CCC(=O)N1CCN(C2CCCCC2)CC1)Nc1nnc(C(F)(F)F)s1	-3%	7.7%
CCCCNC(=O)COC(=O)c1cc(F)c(F)cc1Cl	/	-1.5%
Cn1c(=O)oc2ccc(C(=O)CSc3nnnn3-c3ccccc3)cc21	1%	1.9%
CCOC(=O)C(NC(=O)c1ccccc1)(N1CCCC1=O)C(F)(F)F (centres undefined)	-15%	0.4%
